# Source: PubChem BioAssay (several laboratories)
# ABHD5 PLIN5 PPI = blocks binding of human ABHD5 to perilipin-5 | Q00G26+Q8WTS1 | Split G. princeps luciferase complementation, luminescence, 4 h | inhibition, % at 4 µM | actives 0.78% (n = 360,000) | AID 602281;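 active = inhibition above the mean inhibition across every tested compound plus 3 SD, cut at about 22% in these data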;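 note: 0% = DMSO only wells and the 100% control is not disclosed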
# Target sequence (Q00G26 whole entry, looked up): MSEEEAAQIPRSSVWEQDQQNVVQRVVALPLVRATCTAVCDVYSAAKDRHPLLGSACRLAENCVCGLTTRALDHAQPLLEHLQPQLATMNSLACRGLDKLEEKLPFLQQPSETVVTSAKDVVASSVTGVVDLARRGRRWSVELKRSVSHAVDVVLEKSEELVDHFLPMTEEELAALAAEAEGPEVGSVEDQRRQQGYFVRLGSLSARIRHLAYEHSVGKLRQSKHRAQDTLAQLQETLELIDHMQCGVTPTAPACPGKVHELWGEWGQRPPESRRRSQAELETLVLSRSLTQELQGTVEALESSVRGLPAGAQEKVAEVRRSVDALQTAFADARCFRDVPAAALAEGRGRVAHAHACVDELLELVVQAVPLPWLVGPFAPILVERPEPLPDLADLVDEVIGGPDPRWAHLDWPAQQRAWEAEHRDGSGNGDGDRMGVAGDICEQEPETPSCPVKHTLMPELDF
# Target sequence (Q8WTS1 whole entry, looked up): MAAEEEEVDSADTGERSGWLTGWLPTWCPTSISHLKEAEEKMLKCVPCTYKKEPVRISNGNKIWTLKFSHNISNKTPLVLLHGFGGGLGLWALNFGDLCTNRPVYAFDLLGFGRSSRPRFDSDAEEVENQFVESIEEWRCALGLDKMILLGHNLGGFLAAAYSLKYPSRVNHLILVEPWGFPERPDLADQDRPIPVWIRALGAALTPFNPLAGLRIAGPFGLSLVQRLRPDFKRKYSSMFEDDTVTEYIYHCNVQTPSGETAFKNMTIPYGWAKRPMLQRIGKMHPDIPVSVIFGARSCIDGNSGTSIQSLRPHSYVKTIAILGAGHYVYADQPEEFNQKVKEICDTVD
# N-glyco inh = N-linked glycosylation inhibition; AID 588692; actives 0.23% (n = 360,000); D54 ERlucT glycosylation luciferase reporter, 24 h; percent of 100 nM tunicamycin response; reporter increase, % at 12.5 µM;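 active = mean luciferase reporter signal, scaled so untreated is 0 and the glycosylation-blocking control 100, at or above a set limit in every replicate; inconclusive = mean reaches the limit but not every replicate does; inactive = mean below the limit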;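 note: luciferase carries N-glycosylation sites so blocking glycosylation raises the light; 0% = median of neutral control wells and 100% = median of 100 nM tunicamycin wells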
# Granule exo inh = blocks lytic granule exocytosis | TALL-104 LAMP-1 surface exposure, flow cytometry; cells stimulated with thapsigargin and PMA | inhibition, % at 10 µM | actives 0.66% (n = 360,000);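 active = inhibition above about 55%, limit read from the data; inconclusive = no clear call, values can overlap the other calls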
# ABCB6 inh MLPCN = inhibitors of human ABC transporter ABCB6; Q9NP58; K562-ABCB6 porphyrin accumulation, flow cytometry, 1 h; stronger effect = lower value; fluorescence ratio to DMSO, % at 10 µM; actives 0.19% (n = 360,000); AID 602162;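 active = fluorescence ratio to DMSO below 75%, the collection mean minus 3 SD; inconclusive = too few cells collected in the well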;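 note: signal is porphyrin accumulated inside mitochondria; 100% equals median channel fluorescence of DMSO control wells; lower ratio means ABCB6 inhibition with less porphyrin fluorescence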
# Vif imaging = HIV Vif inhibition; HEK293T cells, Vif self-association by quenched fluorescence, imaging, 24 h; inhibition, % at 7.49 µM; actives 0.35% (n = 340,000); in the data active = inhibition above about 50%, passing the limit was not always enough; inconclusive = no clear call, values can overlap the other calls; inactive = below about 31%; note: some results filed as inactive read as strong as hits
# MC4R antagonist = human MC4R antagonism in cAMP assay. MC4R-expressing cells, MTII-stimulated cAMP, LANCE TR-FRET. inhibition, % at 6.5 µM. actives 0.48% (n = 360,000). AID 540295;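 active = inhibition above its plate's cutoff, the mean of tested wells on that plate plus 3 SD, cut at about 29% in these data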;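 note: 0% = Melanotan II alone and 100% = Melanotan II plus saturating MCL0020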
#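 System: U2OS-MC4R stable cell line; Technique: Eu-cAMP/anti-cAMP TR-FRET, emission 671 nm; Repeats: single well per compound; Also added: Melanotan II; Dosing: one concentration, 6.5 µM nominal; Schedule: 30-min compound, 1-h challenge, 1-h detection, room temperature.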
# NOD2-RIPK2 inh = inhibitors of human NOD2-RIPK2 interaction; O43353; CHO BLA complementation NOD2-RIPK2, CCF4 ratio; inhibition, % at 4.98 µM; actives 0.38% (n = 360,000); in the data active = inhibition above about 21%;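 note: 0% = vehicle only and 100% = reference blocker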
# TLR9-MyD88 inh = TLR9-MyD88 interaction inhibition | CHO BLA complementation TLR9-MyD88, CCF4 FRET ratio | inhibition, % at 4.98 µM | actives 0.21% (n = 340,000) | AID 504734;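 active = inhibition above the mean over all tested compounds plus 3 SD, cut at about 21% in these data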;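 note: 0% = DMSO only wells and 100% = clavulanate BLA inhibitor control wells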
# aDG glyco act = alpha-DG glycosylation activation. Pro5-aDG cells, alpha-DG glycosylation AlphaScreen (IIH6); 0% Pro5, 100% B10-LARGE cell signal. activation, % at 10 µM. actives 0.22% (n = 360,000);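 active = activation of at least 8% versus controls, or a plate z-score of at least 8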;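 note: Pro5 are CHO cells carrying HIG-tagged alpha-DG that lacks glycosylation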
# MC4R ag barr = human MC4R agonism via beta-arrestin | P32245 | U2OS MC4R beta-arrestin complementation, luminescence; percent of melanotan II response, DMSO zero | activation, % at 8.9 µM | actives 0.98% (n = 360,000) | AID 540308;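 active = activation above a per-plate cutoff, the mean activation of sample wells on that plate plus 3 SD, cut at about 8% in these data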
# The depositor's hits bear a star; ? = inconclusive; / = no result given.
nr	mol	ABHD5 PLIN5 PPI	N-glyco inh	Granule exo inh	ABCB6 inh MLPCN	Vif imaging	MC4R antagonist	NOD2-RIPK2 inh	TLR9-MyD88 inh	aDG glyco act	MC4R ag barr
1	O=C(COC(=O)CN1C(=O)NC2(CCCC2)C1=O)Nc1ccccc1C(F)(F)F	3	1	-15	98	2	15	-7	0	-0.5	-2.1
2	Cc1cccnc1CCNC(=O)c1ccc(OC2CCN(Cc3ccccn3)CC2)cc1	4	-12	1	101	-10	4	-10	-15	-0.2	-0.4
3	C=C(C)C(C)(C#CCN1CCCC1)OC(C)=O (configuration not stated)	-8	1	-1	84	-6	6	9	9	0.2	-1.1
4	COc1cccc(NC(=O)C2C(c3ccccc3)C2(Cl)Cl)c1 (configuration not stated)	6	0	84*	88	-3	5	3	-5	0.2	8.1
5	CC(=O)c1ccc(N2C(=NC(=O)C3CCCO3)SC3CS(=O)(=O)CC32)cc1 (configuration not stated)	-7	0	-23	96	11	14	3	9	0.0	0.4
6	O=C(Cc1ccc([N+](=O)[O-])cc1)N1N=C(C2CC2)CC1(O)C(F)(F)F (configuration not stated)	0	-2	0	99	-1	8	-6	-6	0.3	-1.6
7	COc1ccc([C@H]2CC(=O)C=C(c3cc4ccccc4s3)C2)cc1OC	2	3	-5	95	-19	8	-9	-4	-0.3	-1.1
8	O=C(COc1ccccc1)OCC(=O)c1ccc(S(=O)(=O)N2CCCCC2)cc1	-2	-1	-1	96	-4	4	-13	-2	0.2	-2.4
9	O=C(/C=C/c1ccccc1)N1CCC[C@H]1CO	7	0	-5	97	-3	3	-3	7	-0.2	-2.8
10	CCOc1cccc2cc(-c3csc(NC(=O)CCC(=O)N4CCC(C)CC4)n3)c(=O)oc12	-1	3	-3	96	7	9	6	1	-0.3	-1.4
11	COc1ccc2cc(S(=O)(=O)n3cnc(C)c3)ccc2c1	-3	0	0	97	6	-4	-7	/	-0.6	0.1
12	CCN(C(=O)CN1C(=O)COc2ccc(S(=O)(=O)N3CCOCC3)cc21)c1ccc(OC)cc1	2	3	-2	100	11	1	-4	6	-0.2	1.2
13	CCCOc1ccc(-c2nc[nH]c2[N+](=O)[O-])cc1	0	1	4	104	7	3	12	3	0.4	-4.4
14	O=C(NCCc1c[nH]c2ccccc12)C(F)(F)C(F)F	0	-2	9	99	-7	3	6	1	1.0	-1.4
15	Cc1ccc(CNC(=O)c2cc3c(C)nc4ccccc4c3o2)cc1	6	3	14	96	-7	-5	-2	2	0.9	1.9
16	NC(=O)C1CCN(C(=O)c2ccc(C(F)(F)F)cc2)CC1	3	0	2	99	1	2	-15	2	-0.1	-0.6
17	O=c1[nH]c2ccc(Cl)cc2c(-c2ccccc2)c1[N+](=O)[O-]	-4	2	11	91	?	4	-9	1	-0.2	9.3*
18	COc1cc(/C=N/NC(=O)c2cccnc2)ccc1OS(=O)(=O)c1ccc(C)cc1	-1	-3	2	101	0	29*	-6	-4	0.4	-1.2
19	CCOc1ccc(NC(=O)N(C2CCCCCC2)C2CCN(C(C)=O)CC2)cc1	-6	-4	-1	99	-1	-4	1	-5	-0.5	-1.2
20	CN1CCN(C2=Cc3ccccc3Sc3cc(F)c(Cl)cc32)CC1	17	-2	7	92	-12	-7	11	-9	2.4	4.0
21	Cc1cc(C)n(-c2ccc(S(=O)(=O)N3CCCC3)cc2[N+](=O)[O-])n1	5	1	2	109	/	6	7	4	0.0	-2.0
22	O=C(Nc1ccc2c(c1)OCCO2)C(c1ccc(C(F)(F)F)cc1)n1c(=O)c(-c2cc3ccccc3[nH]2)nc2ccccc21 (configuration not stated)	-17	/	18	/	/	/	48*	/	1.2	/
23	O=C(/C=C/c1ccc(O)c(O)c1)OC(Cc1ccc(O)c(O)c1)C(=O)O (configuration not stated)	-7	0	3	94	6	13	-1	-14	0.1	-0.3
24	CC(=O)N1c2ccc(S(=O)(=O)N(C)CC(=O)N3CCCC3)cc2CC1C (configuration not stated)	-4	-1	-2	94	-2	11	-3	4	-0.2	-2.6
25	CC(C)(C)N(Cc1ccccc1)C(=O)COC(=O)Cn1cnc2ccccc2c1=O	8	1	-9	101	1	7	-9	11	0.1	-2.8
26	Cc1ccc(CNC(=O)c2cnccn2)cc1	5	0	-1	106	3	8	0	3	-0.3	1.0
27	N#C/C(=N/Nc1ccccc1F)C(=N)N1CCOCC1	-2	1	0	100	-10	-6	-2	-7	0.1	0.7
28	O=C(Cc1ccc(Cl)c(Cl)c1)Nc1ccccc1N1CCOCC1	1	-2	-2	99	-15	-1	1	-1	0.1	-1.0
29	CCOc1ccc2nc(N3C(=O)/C(=C/c4ccc(Cl)cc4)NC3=S)sc2c1	-4	0	-3	105	-2	4	3	7	0.4	-1.0
30	O=C(N/N=C/c1ccc(O)c(Br)c1)c1cc2c(ccc3ccccc32)o1	4	1	8	96	15	6	-6	11	2.9	7.3
31	CCCSc1ccc([C@H]2N[C@@](C)(C(=O)OC)[C@H]3C(=O)N(C)C(=O)[C@@H]23)cc1	-8	3	0	93	5	4	-2	2	-0.1	-0.4
32	CN1CCN(C(=O)c2cc(Br)cn2C)CC1	3	0	-3	99	/	9	-2	-12	-0.3	-0.6
33	CC(=O)Oc1[nH]c(=O)c2cccc3c2c1CCC3	-7	7	0	97	-7	1	13	8	-0.1	0.0
34	CC1CCN(C(=O)COC(=O)c2ccc([N+](=O)[O-])o2)CC1	-7	0	2	106	-12	8	5	3	0.0	0.5
35	O=S(=O)(c1ccc2c(c1)OCCO2)N1CCNCC1	6	1	-7	99	/	2	-1	6	0.0	-1.8
36	CC(Oc1ccc(F)cc1)C(=O)Nc1ccc(N2CCOCC2)cc1N1CCOCC1 (configuration not stated)	-5	-2	-14	95	0	8	-5	9	-0.1	-3.0
37	c1coc(CNc2ncnc3[nH]ncc23)c1	5	0	0	100	-8	2	-1	-10	-0.2	0.1
38	O=C1CC(=O)Nc2cc(S(=O)(=O)N3CCOc4ccc(Cl)cc43)ccc2N1	-7	-5	0	107	12	4	3	-2	0.2	-0.5
39	CCOC(=O)c1cnc2cc(-c3ccc(C)cc3)nn2c1C	-2	-2	4	93	-5	2	-4	7	0.0	-0.7
40	COC(=O)c1ccccc1N(C)S(C)(=O)=O	0	1	0	104	-4	2	-5	-6	0.1	-2.0
41	COc1ccc(S(=O)(=O)N2CCN(C(=O)NCc3ccc(OC)c(OC)c3)CC2)cc1	0	1	6	95	6	8	2	-16	0.1	-0.9
42	NC(=O)C1(Nc2ccccc2Cl)CCCC1	1	0	-2	94	13	4	1	-10	-0.2	-2.5
43	O=C(CN(Cc1ccco1)C(=O)c1ccccc1)Nc1ccc(Cl)c(Cl)c1	2	-1	0	99	-10	6	-1	-4	0.0	3.5
44	CC(C)C1C(=O)N(Cc2cn(CC3CCCCC3)nn2)CCS(=O)(=O)N1Cc1ccc(-c2ccc(F)nc2)cc1 (configuration not stated)	-2	-4	2	98	3	7	1	-12	-0.1	2.5
45	O=C(CNC(=O)c1ccco1)N/N=C/c1ccccc1[N+](=O)[O-]	-4	1	-2	96	1	3	-10	-4	-0.2	-1.1
46	Cc1cccc(Nc2nc(N)c([N+](=O)[O-])c(NCCO)n2)c1	-3	3	-6	101	-8	2	-4	-1	-0.2	-0.2
47	Nc1nc(-c2ccccc2)c(CC(=O)O)s1	-14	-10	-1	101	-8	5	-15	-4	0.4	0.5
48	CC(C)(C)NC(=O)C(c1ccc(O)cc1)N(C(=O)CCC(=O)Nc1nccs1)c1ccc(F)cc1 (configuration not stated)	-2	2	0	101	15	7	-17	8	0.1	-3.5
49	Cc1noc(NS(=O)(=O)c2ccc(NC(=O)c3cc(S(=O)(=O)Nc4ccc(F)cc4)ccc3Cl)cc2)c1C	3	1	-3	96	-2	-1	-1	-9	0.0	0.2
50	COC(=O)[C@]12CCCCC=C1N(Cc1cccc3ccccc13)C(=O)[C@H](CC(=O)NCCCCc1ccccc1)C2	1	/	18	99	/	/	-8	/	0.1	/
51	COc1cc2cc(CCCOC(=O)c3ccco3)oc(=O)c2cc1OC	-13	2	3	98	-3	-10	1	-11	-0.4	1.3
52	CN(C)S(=O)(=O)c1cccc(NC(=S)N/N=C/c2cc(Br)ccc2O)c1	4	-10	-1	94	-7	-7	5	13	1.2	-3.1
53	COc1cccc(CNC(=O)CCC2CCCN(C(=O)C3CCOCC3)C2)c1 (configuration not stated)	-8	0	-3	96	-3	9	6	2	0.0	-2.6
54	COc1ccc(S(=O)(=O)Nc2ncccc2C)c2ccccc12	4	0	2	98	2	9	-2	6	0.0	-1.8
55	CCOc1ccc(C(C)=O)cc1COC(=O)CN1C(=O)NC2(CCCC2)C1=O	-2	2	4	101	12	15	-2	3	0.0	-4.7
56	O=C(Nc1ccc(S(=O)(=O)N2CCOCC2)cc1)c1cc(-c2cc(Cl)ccc2O)n[nH]1	8	22	6	97	2	-13	3	1	-0.5	9.1*
57	C=CCN1C(=O)C2C(C(=O)NCc3ccccc3)C3C=CC2(O3)C1C(=O)NC(C)(C)C (configuration not stated)	-5	3	-3	91	34	-1	-7	8	-0.2	1.0
58	Cc1cc(C)nc(SCC(=O)Nc2ccccc2[N+](=O)[O-])n1	12	1	0	95	-5	-1	-17	-5	0.0	1.1
59	CC(C)CNc1ncnc2c1ncn2[C@H]1CN(Cc2ccc(F)cc2)C[C@@H](CO)O1	-8	2	1	102	/	10	-2	/	-0.2	1.8
60	C/C(=N\NC(=O)c1nnn(-c2nonc2N)c1CN1CCc2ccccc21)c1ccccc1O	-3	-6	2	102	-20	5	-2	9	0.8	1.4

# The list goes on:
nr	mol	ABHD5 PLIN5 PPI	N-glyco inh	Granule exo inh	ABCB6 inh MLPCN	Vif imaging	MC4R antagonist	NOD2-RIPK2 inh	TLR9-MyD88 inh	aDG glyco act	MC4R ag barr
61	O=C(Nc1ccc(C(=O)N2CCOCC2)cc1)c1cnn2c(C(F)F)cc(-c3ccccc3)nc12	-2	2	-2	97	1	0	1	-6	-0.7	-1.3
62	COc1ccc(C2Nc3ccccc3C(=O)N2Cc2ccco2)cc1COc1ccc([N+](=O)[O-])cc1 (configuration not stated)	5	-5	-3	96	-1	6	1	4	0.8	-3.8
63	COc1ccc(C2(CNC(=O)Cc3ccc(OC)c(OC)c3)CCOCC2)cc1	-2	1	-1	94	1	0	-8	12	-0.1	-0.3
64	N#CC1(C(N)=O)OC12CCS(=O)(=O)c1ccccc12 (configuration not stated)	-7	0	-7	108	4	3	-3	-19	0.3	1.8
65	O=C1Cc2ccccc2Sc2ccccc21	39*	0	1	102	/	1	3	0	0.7	-0.2
66	COc1ccc(C(C)=O)cc1COc1nc(C)nc2ccccc12	-1	2	-2	100	0	-4	1	-3	0.1	-2.4
67	O=C(CCNC(=O)c1ccccc1)Oc1ccc([N+](=O)[O-])cc1	2	4	2	99	-4	15	-1	-29	-0.3	-0.9

# This is a subset; rates above refer to the full screens.
